Source: PubChem BioAssay (National Center for Advancing Translational Sciences (NCATS))
EPAC2 antagonist: blocks human EPAC2 exchange factor. Q8WZA2. EPAC2 GEF exchange of Rap1B-BODIPY-GDP, fluorescence. Potency, µM (highest dose often 114 µM), without a hit: top-dose activity, negative = inhibition, usual class: inhibitors. 360,000 compounds, 0.18% hits. AID 720708; also: potency is read from the fitted curve at half-maximal effect; % is scaled to controls: 0 for no effect and ±100 for the full control effect; nearly all actives have a fitted effect of over 45% in size; many of its hits are not listed in these tables
Target sequence (Q8WZA2 whole entry, looked up): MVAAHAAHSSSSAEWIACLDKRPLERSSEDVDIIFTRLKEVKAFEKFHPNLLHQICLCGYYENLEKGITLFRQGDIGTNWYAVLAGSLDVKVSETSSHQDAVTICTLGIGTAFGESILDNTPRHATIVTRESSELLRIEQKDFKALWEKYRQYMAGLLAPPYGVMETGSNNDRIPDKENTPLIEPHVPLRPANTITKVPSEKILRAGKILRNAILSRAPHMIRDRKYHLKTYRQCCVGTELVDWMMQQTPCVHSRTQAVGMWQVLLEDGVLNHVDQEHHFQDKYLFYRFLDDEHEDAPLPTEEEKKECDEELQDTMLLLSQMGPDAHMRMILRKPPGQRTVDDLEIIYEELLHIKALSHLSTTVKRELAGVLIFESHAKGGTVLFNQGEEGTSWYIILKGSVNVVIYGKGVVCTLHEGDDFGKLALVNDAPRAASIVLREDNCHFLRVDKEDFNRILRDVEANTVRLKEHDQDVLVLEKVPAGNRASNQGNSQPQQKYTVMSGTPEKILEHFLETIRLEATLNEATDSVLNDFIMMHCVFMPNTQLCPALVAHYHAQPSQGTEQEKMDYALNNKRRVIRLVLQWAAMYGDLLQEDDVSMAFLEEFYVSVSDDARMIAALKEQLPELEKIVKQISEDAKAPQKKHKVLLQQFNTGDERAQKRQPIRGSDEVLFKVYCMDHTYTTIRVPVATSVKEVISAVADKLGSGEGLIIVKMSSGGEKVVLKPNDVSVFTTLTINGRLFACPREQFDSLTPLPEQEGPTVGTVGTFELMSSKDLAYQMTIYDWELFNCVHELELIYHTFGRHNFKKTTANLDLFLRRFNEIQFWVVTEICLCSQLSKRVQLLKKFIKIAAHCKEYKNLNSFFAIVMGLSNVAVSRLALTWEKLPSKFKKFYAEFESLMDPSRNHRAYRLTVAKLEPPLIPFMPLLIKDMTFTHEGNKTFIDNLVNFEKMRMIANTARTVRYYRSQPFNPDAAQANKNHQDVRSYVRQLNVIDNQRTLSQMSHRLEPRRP
Nrf2 ARE act: activators of Nrf2 (ARE) signaling | Potency, µM (series often up to 46.1 µM), without a hit: at the top dose activation, hits mostly activators | 410,000 compounds, 0.31% hits | AREc32 ARE-luciferase reporter (MCF7-derived line), luminescence, 24 h; also: potency is read from the fitted curve at half-maximal effect; % of control where 0% means no effect; nearly all actives have a fitted effect of over 65% in size
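AREc32_Fluc, 1000 cells/well, OPTI-MEM + 5% FBS, o/n 37 deg C 5% CO2; 23 nL cpd by pin tool, 24 hr; Steady-Glo 30 min RT, luminescence.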
EPAC2 ag: agonists of human EPAC2 (RAPGEF4). Q8WZA2. Potency, µM (titrated, usually from 154 µM), for the others: at the top dose activation, most hits filed as activators. EPAC2 activation, biochemical qHTS; response scale: 100% = 6.5 mM cAMP response. 360,000 compounds, 0.079% hits. AID 720711; also: potency is read from the fitted curve at half-maximal effect; nearly all actives have a fitted effect of over 50% in size
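Nucleotide exchange monitored as fluorescence drop when BODIPY-GDP leaves Rap1B. Reaction: 100 nM EPAC2, 250 nM RAP1B-BODIPY-GDP, 50 uM GDP, room temperature, kinetic read over 30 min. Activity expressed relative to 6.5 mM cAMP.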
A549 tox: kills or reduces viability of A549 cells in Nrf2 counter-screen; 390,000 compounds, 0.16% hits; A549 ARE-Fluc cells, CellTiter-Fluor viability, 18-24 h; AID 504648; Potency, µM (highest dose often 46 µM), for inactives: top-dose activity change, negative = cytotoxicity, usual class: inhibitors; also: potency is read from the fitted curve at half-maximal effect; % is scaled to controls: 0 for no effect and ±100 for the full control effect
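A549 ARE-Fluc cells in 5% FBS OPTI-MEM, 5000 cells/well, rested 2 h then exposed to compounds in concentration-response for 18-24 h at 37 °C. Viability by CellTiter-Fluor fluorescence (Ex 405/Em 525) after 30 min; luciferase luminescence (BugLite, 15 min, RT) read afterwards.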
TGFb SMAD3 inh: inhibitors of TGF-b signaling. HepG2 CAGA-GFP TGF-b/SMAD3 reporter, GFP fluorescence, 18 h; TGF-beta stimulated, 500 pg/mL final. Potency, µM (titrated, usually from 46.1 µM), for the others: at the top dose activity, negative = inhibition, hits mostly inhibitors. 410,000 compounds, 1.2% hits; also: potency is read from the fitted curve at half-maximal effect; % is scaled to controls: 0 for no effect and ±100 for the full control effect; nearly all actives have a fitted effect of over 65% in size
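Per well, imaged GFP fluorescence of HEPG2 CAGA-GFP cells gives the signal; cells get compound, then TGF-beta (500 pg/mL final), 18 h at 37 degrees C; %Activity versus -TGF-beta and +DMSO controls.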
MmCpn inh: inhibitors of Methanococcus maripaludis chaperonin (MmCpn) | purified Mm-Cpn ATPase, ADP Transcreener TR-FRET | Potency, µM (series often up to 76.9 µM), for inactives: top-dose activity, negative = inhibition, most hits filed as inhibitors | 330,000 compounds, 0.031% hits | AID 504842; also: potency is read from the fitted curve at half-maximal effect; % is scaled to controls: 0 for no effect and ±100 for the full control effect; nearly all actives have a fitted effect of over 80% in size
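ATP (10 uM final) was added to archaeal chaperonin (25 nM final) after 10 min exposure to test compound at 37°C; after 30 min further incubation, ADP was detected by competitive TR-FRET.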
CCT modulator: changes cytosolic chaperonin activity; 360,000 compounds, 0.3% hits; purified chaperonin ATPase assay, HTRF ADP detection, 30 min; activity change, % (test concentration not listed), hits read low; in the data active = activity change below about -30%; also: % is scaled to controls: 0 for no effect and ±100 for the full control effect
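We incubate TRiC, 40 or 20 nM final, with library compounds at 76 uM and 10 uM ATP for 30 min at 37 °C. ADP formed is detected with Transcreener HTRF reagents after 30 min at room temperature.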
Nrf2 inh: Nrf2 pathway inhibition | 360,000 compounds, 2.1% hits | Potency, µM (titrated, usually from 46 µM), without a hit: at the highest dose activity change, negative = inhibition, actives largely listed as inhibitors | A549 ARE-Fluc reporter, luciferase luminescence, 18-24 h; also: potency is read from the fitted curve at half-maximal effect; % is scaled to controls: 0 for no effect and ±100 for the full control effect; nearly all actives have a fitted effect of over 60% in size
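Reporter: ARE-Fluc in A549. Exposure: 18-24 h, 37 °C, 5% CO2, 5% FBS OPTI-MEM. Readouts: fluorescent cytotoxicity (CellTiter-Fluor), then luminescent Nrf2 signal after BugLite.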
Akt phos inh: Akt phosphorylation inhibition; Neuro2A IGF-stimulated pAkt S473 HTRF, 20 min; active compounds read low; activity change, % for hits at 50 µM; 360,000 compounds, 0.32% hits; AID 651550; in the data active = activity change below about -80%; inconclusive = mostly about -51% to -80%; also: % is scaled to controls: 0 for no effect and ±100 for the full control effect
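Single-point screen (50 µM final compound) in Neuro2A cells stimulated 20 min with 6 nM IGF at 37 deg C. After lysis, Ser473-phosphorylated Akt read by HTRF (ex 330 nm, em 615/665 nm) as the 665/615 ratio.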
* hit, by the source's call; i = inactive; ? = inconclusive; nt = no result given; [ ] = dose if it differs, or a comment. Unless noted, calls follow the shape of the dose curve; as a rule, active = well fitted curve in the direction sought with a large enough effect; inconclusive = small, poorly fitted or top-dose-only effect, or another doubt; inactive = no such curve, though single readings can be large; an effect the other way counts as inactive or inconclusive. Only part of the results is shown (hit frequency here may not be typical).

mol | Akt phos inh | EPAC2 ag | A549 tox | CCT modulator | MmCpn inh | Nrf2 inh | Nrf2 ARE act | EPAC2 antagonist | TGFb SMAD3 inh
COc1ccc(S(=O)(=O)Nc2ccc3c(c2)OCO3)cc1C(=O)O | i | 12% | -7% | -3.2 | 1% | 9% | 0.4% | -1% | 8%
COc1ccc(-n2ncc3c(Nc4cccc(C)c4)ncnc32)cc1 | i | -1% | 0% | 0.7 | -1% | 7% | 0.0% | -12% | 1%
CCOC(=O)C1CCCN(C(=O)c2ccco2)C1 (centres undefined) | i | -1% | 0% | -3.1 | 2% | 1% | 0.2% | 4% | -5%
O=C(Nc1nnc(SCCC2OCCO2)s1)C1CC(=O)N(c2ccc(F)cc2)C1 (centres undefined) | i | 5% | 0% | -1.8 | -2% | -6% | 0.4% | -7% | 0%
N/C(=N\OC(=O)Cc1ccc(Cl)cc1)c1ccccn1 | i | -5% | 7% | -12 | 0% | ? | 0.8% | -1% | -32%
Cc1ccccc1S(=O)(=O)Oc1ccc2ccc(O)cc2c1 | i | 14% | 2% | 0.5 | 1% | 5% | 5.0% | ? | ?
O=C(NCc1ccccn1)c1ccc(CS(=O)(=O)Cc2ccc(Cl)cc2)o1 | -126%* | -4% | -7% | 1.0 | -3% | -8% | 2.4% | 32%[activator][57.1 µM] | -2%
N/C(=N\OC(=O)Cc1ccccc1)c1ccccc1Cl | i | 7% | -4% | -2.5 | -1% | ? | 4.1% | -17% | -2%
CCOc1ccc(C2NC(=O)C(C#N)=C(S)N2c2ccc(C)cc2)cc1OC (centres undefined) | i | -1% | -3% | -1.4 | 1% | -13% | 0.1% | 0% | -24%
Cc1ccc(S(=O)(=O)NCCC(=O)OC(C)C(=O)NC2CC2)cc1 (centres undefined) | i | -5% | 0% | 1.5 | -2% | 7% | 0.0% | 13% | 33%
O=C(Nc1ccccc1F)c1cc(-c2ccco2)nc2ccccc12 | i | 2% | 3% | 2.2 | nt | -3% | ? | 12% | 6%
COc1ccc(C(=O)CC(=O)C(=O)Nc2ccccc2Cl)cc1 | i | 2% | -1% | -1.5 | -8% | 29% | 5.2% | 5% | 6%
COc1ccccc1CNC(=O)c1ccc(Nc2nc3ccccc3n3nnnc23)cc1 | nt | nt | -4% | nt | nt | ? | -1.0% | nt | 3%
C/C(=N\OC(=O)c1ccccc1)c1cc(-c2ccc(Cl)cc2)no1 | i | -2% | 1% | 0.9 | 0% | nt | 0.9% | 2% | 0%
Nn1c(Cc2cccc3ccccc23)n[nH]c1=S | i | 3% | 2% | -2.3 | -1% | -7% | -0.7% | -3% | -2%
CCOC(=O)c1c(NC(=O)c2ccno2)c2cc([N+](=O)[O-])ccc2n1C | i | 5% | 1% | 1.7 | 0% | 1% | -1.1% | -1% | -25%
S=C(Nc1ccc(Cl)cc1Cl)NC1CCN(Cc2ccccc2)CC1 | i | 14% | 0% | -0.3 | 3% | ? | 3.7% | -3% | ?
CCCN(C(=O)CCCSc1nc2ccccc2[nH]1)c1c(N)n(Cc2ccccc2)c(=O)[nH]c1=O | i | 15% | 6% | 1.5 | 0% | 2% | 1.3% | 6% | -7%
CC1C(=O)N(Cc2cn(CCC3OCCO3)nn2)CCS(=O)(=O)N1Cc1ccc(-c2ccc(Cl)cc2)cc1 (centres undefined) | i | -8% | nt | 1.3 | nt | nt | 2.4% | -15% | ?
Cc1ccc(CNC(=O)Nc2cccc(C)c2)cc1 | i | 1% | -4% | -6.7 | 1% | 19% | 4.1% | -21%[57.1 µM] | -8%
CCOc1ccc(NC(=O)CN(C)C(=O)CN2C(=O)NC3(CCCC3)C2=O)cc1OCC | i | 9% | -1% | -1.0 | 0% | 3% | -0.6% | -3% | 3%
COc1ccc(-c2onc(C)c2C)cc1S(=O)(=O)NCc1ccco1 | nt | nt | -2% | nt | nt | ? | 15% | nt | -18%
COc1ccc(NC(=O)CS(=O)(=O)Cc2nc(-c3ccc(C)cc3)oc2C)cc1 | i | 7% | -1% | 0.3 | 2% | 0% | 0.0% | 4% | -7%
CC1(C)CC(=O)C=C(c2ccc(COC(=O)c3cccc(C(F)(F)F)c3)cc2)C1=O | i | -2% | nt | 0.9 | nt | nt | 1.9% | -3% | 15%
COC(=O)C1CCN(C(=O)COC(=O)COc2ccc(C#N)cc2)CC1 | i | 14% | 13% | -4.3 | 1% | -9% | 2.1% | 2% | 2%
CCN1C[C@@H]2[C@@H]3C(=O)N(Cc4ccccc4)C(=O)[C@@H]3[C@](C)(C1=O)N2C(=O)c1ccc(C(C)(C)C)cc1 | i | -4% | -10% | -0.2 | nt | 9% | -0.3% | -11% | -4%
COc1cccc(/C=N/NC(=O)C(=O)N2CCCCCC2)c1OC | i | 14% | 2% | 0.3 | -1% | 1% | 2.0% | 3% | 8%
CCN(CC(=O)NCc1ccc(Cl)cc1)C(=O)CCOc1ccc(C)cc1 | i | 2% | 0% | -1.1 | -1% | -3% | 2.8% | -21% | -3%
O=C/C(=C\Nc1ccc(Cl)cn1)c1nc2cc(Cl)ccc2o1 | i | 0% | -4% | -11 | nt | 7% | 8.7% | -2% | -2%
N=c1c(S(=O)(=O)c2ccccc2)cc2c(=O)n3ccccc3nc2n1C1CCCC1 | i | 13% | 15% | -0.9 | 4% | 2% | 0.6% | -13% | 14%
COc1ccc(N(CC(=O)N2CCN(c3ccccc3)CC2)S(=O)(=O)c2c(C)nn(C)c2C)cc1 | nt | nt | 0% | nt | nt | 9% | 0.1% | nt | 4%
CC1CC(Nc2cccc(O)c2)=CC(=O)O1 (centres undefined) | i | 9% | -2% | 1.4 | -2% | nt | 2.6% | 9% | 0%
Cc1cc(-c2ccccc2)n(-c2ccccc2)n1 | i | 10% | 0% | -1.8 | 0% | ? | 1.8% | -20% | -2%
CC(=O)Nc1ccc(NC(=O)CSc2nnc(NC(=O)c3cccc(F)c3)s2)cc1 | i | -2% | -3% | -0.5 | 0% | 3% | 0.6% | 8% | -3%
Cc1ccc(CN2CCN(C3CCOCC3)CC2CCO)cc1 (centres undefined) | i | 2% | 1% | -1.9 | 1% | 2% | 0.6% | -4% | -3%
C=CCn1cccc(C(=O)Nc2ccc(N(C)C)cc2)c1=O | i | 10% | 2% | 0.2 | -10% | 20% | 0.1% | 14% | -4%
CCOc1ccc(S(=O)(=O)Nc2cc(OC)ccc2OC)cc1 | i | 19% | -2% | 0.2 | 1% | 6% | 0.1% | -10% | ?
Cc1ccc(CCN2CCN=C2N(C)C)cc1 | i | 5% | 1% | -1.1 | 0% | 1% | 0.0% | 6% | ?
Cc1ccc(S(=O)(=O)NC(=O)C2(C)CCN2C(=O)Cc2ccc(C(C)(C)C)cc2)cc1 (centres undefined) | i | 2% | nt | 1.4 | nt | nt | -0.1% | -11% | 1%
CCOC(=O)C1CCN(C(=O)Nc2ccc(C)c(Cl)c2)CC1 | i | 4% | -3% | 0.0 | 1% | 4% | 2.1% | 22% | -5%
O=C(Cn1nc(C(F)(F)F)c2c1CCC2)NC1CCCCC1 | i | 3% | -6% | -1.1 | 1% | -18% | -0.6% | -2% | -6%
CCOc1ccc(S(=O)(=O)N2CCCCCC2)cc1 | i | 2% | -3% | -2.1 | 0% | 11% | 0.1% | -8% | 29%
COC(=O)C1=C(C)NC(=O)/C1=C\c1cccs1 | i | 6% | -14% | -4.6 | -3% | nt | ? | 4% | -1%
CCOc1ccc(NC(=O)COc2nsnc2N2CCOCC2)cc1 | i | 2% | 1% | -1.8 | 1% | 6% | -0.3% | 7% | -11%
Cc1cccc(N(C(=O)Cn2nnc(-c3ccc(F)cc3)n2)C(C(=O)NC(C)(C)C)c2ccncc2)c1 (centres undefined) | i | -13% | 11% | 1.4 | -1% | -6% | -0.1% | -12% | -3%
CN(/N=C/C=C/c1ccccc1)c1cc(=O)n(C)c(=O)[nH]1 | i | 1% | -4% | 1.7 | 3% | 14% | 5.2% | -2% | 2%
COc1ccc(N2CC(O)=C(c3nc(-c4ccc(Br)cc4)cs3)C2=N)cc1 | i | 0% | -3% | -1.9 | 0% | 0% | 8.0% | -6% | -8%
COc1ccc(-c2[nH]ncc2CN(C)Cc2nonc2C)c(OC)c1 | i | 10% | 11% | 1.3 | 1% | -8% | -0.4% | -1% | -3%
COC(=O)c1sc2nc(-c3ccco3)ccc2c1N | i | -3% | 1% | 0.6 | -2% | ? | ? | 11% | 3%
Cc1cc(Cl)ccc1OC(C)C(=O)NCCCCc1ccccc1 (centres undefined) | i | 6% | 15% | -3.2 | 1% | nt | -1.1% | -11% | 3%
CS(=O)(=O)N1CCC(C(=O)NCc2ccc(F)cc2Cl)CC1 | i | 0% | 2% | 1.7 | -4% | 11% | -0.4% | 5% | -20%
CCCCCn1c(CCC(=O)Oc2ccccc2OC)nc2c1c(=O)[nH]c(=O)n2CCCC | i | -31%[inhibitor] | -1% | 1.9 | 1% | nt | 0.0% | 5% | -9%
CCOc1ccccc1CN1C(=O)NC(C)(c2ccccc2)C1=O (centres undefined) | i | 9% | 6% | 1.0 | -3% | 0% | -0.1% | 1% | 16%
O=C(Nc1ccc(Cl)cc1)C1C2CCC3C(CCC21)C3(Cl)Cl (centres undefined) | i | 13% | -17% | -3.7 | -2% | -21% | 0.4% | 0% | ?
